Compound activity as filed in PubChem.
ASAP1 GAP inh = inhibitors of human ASAP1 ArfGAP activity; Q9ULH1; ASAP1-stimulated ARF1 GTP hydrolysis, GDP FP detection; inhibition, % at 16.5 µM; hit rate 0.19% among 360,000; in the data active = inhibition above about 25%;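 note: 0% = vehicle with enzyme and substrate and 100% = no enzyme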
MBD2 inh = blocks human MBD2 binding to methylated DNA. Q9UBB5. TR-FRET, MBD2 binding to methylated oligonucleotide. inhibition, % at 4.4 µM. hit rate 0.31% among 370,000. AID 686964; in the data active = inhibition above about 13%
UHRF1 binding = blocks human UHRF1 binding to methylated DNA. Q96T88. UHRF1 binding to methylated oligo, TR-FRET. inhibition, % at 4.4 µM. hit rate 0.75% among 370,000. AID 687016; in the data active = inhibition above about 21%;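 note: UHRF1 SRA domain binding a hemimethylated CpG hairpin DNA probe; 0% = median of test compound wells and 100% = reference inhibitor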
PLC-gamma1 inh = blocks human PLC-gamma1 enzyme activity; purified PLC-gamma1, fluorogenic substrate, fluorescence; P19174; hit rate 0.84% among 370,000; inhibition, % at 12.2 µM; in the data active = inhibition above about 9.5%
Target sequence (P19174 whole entry, looked up): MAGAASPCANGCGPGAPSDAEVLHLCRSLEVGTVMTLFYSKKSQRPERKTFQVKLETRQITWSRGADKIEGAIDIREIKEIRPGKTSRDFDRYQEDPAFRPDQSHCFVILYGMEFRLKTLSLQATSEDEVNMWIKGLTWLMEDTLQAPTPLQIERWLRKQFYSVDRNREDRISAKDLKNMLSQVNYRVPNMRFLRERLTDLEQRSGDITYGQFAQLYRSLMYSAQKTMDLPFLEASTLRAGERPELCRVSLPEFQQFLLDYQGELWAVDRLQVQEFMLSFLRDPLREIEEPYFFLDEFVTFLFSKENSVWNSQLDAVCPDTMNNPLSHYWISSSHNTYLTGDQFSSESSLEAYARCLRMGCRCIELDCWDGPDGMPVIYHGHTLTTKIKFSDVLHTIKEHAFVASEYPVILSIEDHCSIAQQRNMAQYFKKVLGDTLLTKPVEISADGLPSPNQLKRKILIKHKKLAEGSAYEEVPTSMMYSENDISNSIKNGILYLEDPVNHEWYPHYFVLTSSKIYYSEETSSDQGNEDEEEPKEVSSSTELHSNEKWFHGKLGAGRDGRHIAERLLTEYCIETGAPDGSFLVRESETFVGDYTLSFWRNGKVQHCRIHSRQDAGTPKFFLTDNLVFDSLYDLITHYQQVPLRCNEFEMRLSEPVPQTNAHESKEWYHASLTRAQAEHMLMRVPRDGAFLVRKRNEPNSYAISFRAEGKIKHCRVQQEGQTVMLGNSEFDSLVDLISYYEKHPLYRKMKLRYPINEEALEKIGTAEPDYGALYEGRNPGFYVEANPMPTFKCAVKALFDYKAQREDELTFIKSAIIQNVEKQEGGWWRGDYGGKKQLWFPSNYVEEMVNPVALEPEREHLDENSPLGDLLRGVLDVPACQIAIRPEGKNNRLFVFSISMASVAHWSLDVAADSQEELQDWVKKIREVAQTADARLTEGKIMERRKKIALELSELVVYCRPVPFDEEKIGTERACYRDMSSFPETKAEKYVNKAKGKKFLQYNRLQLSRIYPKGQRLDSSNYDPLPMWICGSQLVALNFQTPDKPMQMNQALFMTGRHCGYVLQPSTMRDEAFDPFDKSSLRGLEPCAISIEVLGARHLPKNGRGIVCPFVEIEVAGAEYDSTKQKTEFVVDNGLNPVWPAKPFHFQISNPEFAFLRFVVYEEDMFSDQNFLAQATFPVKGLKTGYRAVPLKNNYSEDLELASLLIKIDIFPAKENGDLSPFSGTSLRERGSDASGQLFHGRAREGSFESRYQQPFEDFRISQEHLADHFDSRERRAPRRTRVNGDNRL
KLK7 zymogen act = activates the human kallikrein-7 zymogen; P49862; purified proKLK7, EDANS-DABCYL substrate fluorescence; 100% is mature enzyme control, 0% vehicle; activation, % at 7 µM; hit rate 0.9% among 370,000;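 active = activation above the mean of all tested compounds plus 3 SD, computed per campaign excluding outliers beyond control limits, cut at about 13% in these data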
ARFGAP1 inhibitor = inhibitors of rat ARFGAP1; Q62848; Arfgap1-stimulated ARF1 GTP hydrolysis, GDP FP detection; inhibition, % at 16.5 µM; hit rate 0.26% among 360,000; AID 651572;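 active = inhibition above a per-plate limit, mean inhibition of low control wells plus 3 SD, cut at about 25% in these data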;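 note: 0% = DMSO wells with enzyme and 100% = wells lacking Arfgap1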
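Repeats: one replicate per compound; assay system: rat Arfgap1 catalytic domain, aa 1-136; times: enzyme reaction 120 min at 25 °C after 20 min preincubation; detection: FP of antibody-bound GDP Alexa 633 tracer, ex 620/em 688 nm; benchmarks: high control wells lacking Arfgap1, low control full reaction with DMSO; reagent: human ARF1(Δ1-17)-GTP substrate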
DDE Tn6 FP inh = DD(E)-Tn6 binding inhibition, primary FP screen; P02675; Fibrin DD(E) TRITC-Tn6 fluorescence polarization displacement; inhibition, % at 8.3 µM; hit rate 0.21% among 370,000;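 active = inhibition above a per-campaign cutoff: mean of compounds within control limits plus 3 SD, cut at about 15% in these data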;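 note: 0% = median of all compound wells on the plate and 100% = blocking peptide control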
PLCb3 inh = blocks human PLC-beta3 enzyme activity; Purified PLC-beta3, fluorogenic substrate, fluorescence; Q01970; hit rate 0.18% among 370,000; inhibition, % at 12.2 µM; in the data active = inhibition above about 11%;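 note: 0% = median of compound wells on plate and 100% = full blocker control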
ADAM17 inh = ADAM17 inhibition, QFRET primary screen. P78536. recombinant ADAM17, EDANS/DABCYL FRET peptide cleavage. inhibition, % at 6.95 µM. hit rate 0.83% among 370,000;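 active = inhibition above the mean of compounds lying between control limits plus 3 SD, set per campaign, cut at about 8.5% in these data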;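 note: 0% = DMSO-only wells as the low control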
Tn7 DDE FP = disrupts Tn7 cyclic peptide binding to fibrin D-Dimer-E complex; inhibition, % at 8.3 µM; AID 720508; hit rate 0.13% among 370,000; FP displacement of FITC-Tn7 peptide from fibrin DD(E); 0% = median of compound wells per plate;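 active = inhibition above the mean of compounds falling within the control limits plus 3 SD of them, cut at about 14% in these data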;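 note: 0% = plate median of compound wells and 100% = 10 µM Aha-Tn7 peptide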
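Test system: human clot-derived fibrin DD(E) complex / Quantity: 2 µM final DD(E) protein / Incubation: 10 min plus 3 h, room temperature / Measured by: fluorescence polarization / Benchmarks: high control of 10 µM Aha-Tn7 peptide / Replicates: singlicate testing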
Starred values were filed as active, the others as inactive; i = inactive; x = no result given.

molecule	KLK7 zymogen act	ADAM17 inh	PLC-gamma1 inh	PLCb3 inh	Tn7 DDE FP	DDE Tn6 FP inh	ARFGAP1 inhibitor	ASAP1 GAP inh	UHRF1 binding	MBD2 inh
O=S1(=O)c2ccc(Br)cc2OC[C@H](Cc2ccccc2)N1Cc1cn(Cc2ccc(Cl)cc2)nn1	0.1	-4	3	5	-2	3	x	x	-2	2
O=C(COc1ccc(-c2nnco2)cc1)NCc1ccccc1Cl	0.5	6	2	4	-3	-4	0	2	0	-7
C(=NCCCN1CCOCC1)c1ccc2c(c1)OCO2	0.1	-4	-2	0	-2	3	5	-1	1	6
COc1cc(CNC(=O)c2cc(-c3cc(F)ccc3OCC3CCCO3)n[nH]2)cc(OC)c1 (configuration not stated)	0.7	2	4	2	-6	0	3	-3	-2	6
O=C(O)C1CCN(C(=O)COc2ccc(Br)cc2)CC1	-0.4	1	-2	2	9	1	-6	12	1	-2
CCOc1ccc(N=C/C=C/c2ccccc2)c(O)c1	-7.5	-5	-62	-94	-2	3	9	8	-6	-10
O=Cc1cc([B-](F)(F)F)cs1	0.6	4	4	3	7	3	-7	1	-1	-3
CCCCCCCCN1C(=O)[C@H](CC(=O)NCC2CCCCC2)C[C@@]2(C(=O)OCC)CCC=C12	0.5	-2	-3	-2	0	4	-2	5	-1	-3
CCOC(=O)c1ccc(-n2c(N)c(C(=O)NCC3CCCO3)sc2=S)cc1 (configuration not stated)	0.5	4	4	1	-2	-3	3	7	-1	0
CCn1cc(C(=O)NCC(C)C)c(=O)c2cc(F)c(N3CCN(C)CC3)cc21	3.4	-35	-12	-16	-6	-1	-14	4	4	1
Cn1cc(C=CC(=O)O)c2nccnc21	0.4	-3	-5	-1	-1	5	-6	3	-2	-2
CC(=O)Nc1cccc(C(=O)NNC(=O)c2n[nH]c(=O)c3ccccc23)c1	0.4	1	-1	-5	9	5	-6	4	-3	-4
Fc1ccc2cc(CCO[C@H]3CCCCO3)ncc2c1	0.0	-2	1	2	-3	1	4	-8	4	2
N/C(=N\OC(=O)c1ccc(F)cc1)c1ccccc1	-0.3	-3	3	2	1	2	-17	3	1	4
CC(=O)NC(C)(c1ccccc1)c1nc(-c2cc(F)cc(F)c2)cs1 (configuration not stated)	0.8	-1	-1	2	1	-1	1	-5	-1	-2
O=C(CNS(=O)(=O)c1ccc(Cl)cc1)OCC(=O)N1CCCc2ccccc21	0.3	3	-1	1	3	3	6	2	-6	2
CCOc1ccc(-n2c(COc3ccccc3)nnc2SCC(N)=O)cc1	-0.5	-5	0	2	1	8	-1	-4	1	-1
CCOCC(=O)Nc1c(C(=O)Nc2ccccc2OC)oc2ccccc12	-0.1	-3	-3	0	3	5	0	4	1	-2
O=C(CO/N=C/c1ccccc1)Nc1c(F)c(F)c(F)c(F)c1F	0.2	1	1	-2	-4	-8	2	4	2	3
CCCCNC(=O)/C(C#N)=C/c1ccc(F)cc1F	0.7	-1	0	-2	-2	2	1	-15	0	-4

molecule	KLK7 zymogen act	ADAM17 inh	PLC-gamma1 inh	PLCb3 inh	Tn7 DDE FP	DDE Tn6 FP inh	ARFGAP1 inhibitor	ASAP1 GAP inh	UHRF1 binding	MBD2 inh
COc1cccc(C2C(C#N)=C(N)SC(c3ccccc3)C2[N+](=O)[O-])c1 (configuration not stated)	0.1	4	-1	0	1	-5	2	-6	-1	3
COc1ccccc1-c1c(C)nn2c(N3CCCCCC3)cc(C)nc12	-8.0	-6	-87	-105	0	-1	-5	-6	-1	-2
Cc1nn(-c2ccc([N+](=O)[O-])cc2)c2c1C(c1ccc(OC(F)F)cc1)N1C(=N2)C(=O)Nc2ccccc21 (configuration not stated)	0.7	1	-1	0	4	7	-2	-21	1	-1
COc1ccccc1C(=O)Nc1nnc(-c2ccc(Cl)cc2)o1	0.3	0	-2	-1	4	7	1	4	-1	-2
Cc1ccc(NC(=O)CNC(=O)c2ccco2)nc1	-0.2	0	-4	-2	-3	0	-8	10	-1	-7
CC(c1ccccc1)n1cc(C(=O)NCCN2CCOCC2)nn1 (configuration not stated)	-0.1	-2	1	3	-5	6	-4	2	2	-4
Cn1cc(Cl)c(-c2n[nH]c(=S)n2-c2ccccc2)n1	-0.5	3	2	-2	-4	-9	4	1	2	-2
COc1ccc(NC(=O)C2(C)Cc3c(-c4ccc(N(C)C)cc4)ccnc3O2)cn1 (configuration not stated)	-8.6	-231	i	i	-1	0	-1	-11	1	-1
CCC(CC)NC(=O)CO/N=C/c1ccc(Cl)cc1Cl	0.1	0	-1	-3	-11	-2	-3	-9	-1	-6
COc1ccc(C(=O)Nc2ccc([N+](=O)[O-])cn2)cc1OC	-0.2	-4	4	3	7	3	4	18	2	-2
C=CCOc1ccc(C(c2c(C(=O)O)[nH]c3ccccc23)c2c(C(=O)O)[nH]c3ccccc23)cc1	-0.1	-4	-5	-17	4	0	-29	-1	9	8
COc1ccccc1C(=O)NNC(=O)c1ccc(Br)o1	-0.3	-5	-1	-10	-2	-2	17	17	2	1
O=C(NC1CCSc2ccccc21)c1ccc(C(F)(F)F)cc1 (configuration not stated)	0.0	-3	1	-6	2	0	2	2	1	0
Cc1nc(SC(C)C(=O)NC2CCCCC2C)c2c(C)c(C)sc2n1 (configuration not stated)	0.3	-1	5	-6	-1	-3	1	0	2	3
COc1ccccc1CC(=O)NCCc1c[nH]c2ccccc12	-0.7	-1	0	-7	0	-2	-4	-4	2	-6
O=C1CC(C(=O)N2CCN(c3ccccc3O)CC2)CN1Cc1ccccc1 (configuration not stated)	0.0	6	0	-5	1	-3	2	-9	3	-3
O=C(c1ccc(N2CCN(C(=O)c3ccc(F)c(F)c3)CC2)cc1)c1cccc(F)c1	-0.7	6	-33	-53	0	7	-2	-5	2	-4
COCc1cc(=O)n2[nH]c(C(C)(C)C)cc2n1	-1.0	-16	-9	-14	0	0	16	-1	-1	3
O=C(Nc1cccc(Cl)c1)N1N=CCC1c1ccccc1 (configuration not stated)	0.3	-1	2	-9	6	2	0	-9	-3	-6
COc1cc(OC)cc(-c2nc3ccccc3c(=O)n2OC(=O)c2ccc(C)c(C)c2)c1	0.3	0	-3	-1	6	2	-3	3	0	-2

Two compounds from above with just ARFGAP1 inhibitor and PLCb3 inh.
Molecule	ARFGAP1 inhibitor	PLCb3 inh
Cc1ccc(NC(=O)CNC(=O)c2ccco2)nc1	-8	-2
COCc1cc(=O)n2[nH]c(C(C)(C)C)cc2n1	16	-14

Additional compounds follow.
molecule	KLK7 zymogen act	ADAM17 inh	PLC-gamma1 inh	PLCb3 inh	Tn7 DDE FP	DDE Tn6 FP inh	ARFGAP1 inhibitor	ASAP1 GAP inh	UHRF1 binding	MBD2 inh
Cc1cccc(NC(=O)COc2cccc3c2CCN(C)C3=O)c1	0.1	-2	0	-4	2	6	-12	6	-3	-3
CN(C)CCCNC(=O)CC(c1ccccc1)c1ccccc1O (configuration not stated)	0.2	-7	0	1	0	-12	12	-3	3	3
Cc1ccc(NC(=O)CCCNC(=O)c2ccc(Cl)cc2)c(O)c1	-0.3	-4	-4	-12	10	-4	9	3	0	0
O=C(NCc1ccco1)c1ccccc1NS(=O)(=O)c1ccc(Cl)s1	-0.4	-3	-3	-5	-1	-4	15	-15	1	-1
Cc1csc(NC(=O)CSc2nsc(SCC(=O)Nc3nc(C)cs3)c2C#N)n1	2.0	2	-15	-23	1	-19	11	1	-1	-1
CCOC(=O)C1(O)CC(C)=NN1C(=O)c1cccc(Cl)c1 (configuration not stated)	0.0	-3	-4	0	-3	1	-2	6	4	1
Cc1sc2nc(SCC(=O)NCCO)n(C)c(=O)c2c1C	0.2	1	1	3	5	1	3	-5	-2	4
c1ccc(-c2csc3ncnc(NCC4COc5ccccc5O4)c23)cc1 (configuration not stated)	0.6	4	-3	-5	5	7	-6	-6	-2	-5
Cn1c(=O)[nH]c(=O)c2[nH]c(NCCCN3CCOCC3)nc21	0.2	-4	1	-1	9	3	-3	-9	23*	5
CCOC(=O)C(C)Sc1nnc(NC(=O)c2ccc3c(c2)OCO3)s1 (configuration not stated)	-0.2	-4	-6	-7	1	-3	-1	6	19	0
CCCCCC[C@H](CC)CN(C(=O)Oc1ccccc1)c1ccccc1	0.6	-5	-2	0	6	4	x	x	2	2
O=C(COc1cccnc1[N+](=O)[O-])NCCc1ccc(F)cc1	-0.5	-3	1	-2	3	-15	6	-7	-4	1
COc1ccc(C(=O)N2CCN(CC(=O)N3CCOCC3)CC2)cc1	-0.4	-5	2	-2	-4	3	8	9	0	2
COc1ccc(S(=O)(=O)N2CC(C(=O)O)Oc3ccccc32)cc1 (configuration not stated)	-0.7	-7	1	-6	-9	-2	-4	0	1	5
O=C(O)C(C=C(Cl)Cl)N1CCOCC1 (configuration not stated)	0.7	-1	4	-1	-1	0	9	2	0	1

Of the compounds above, these have an NH in an aromatic ring.
molecule	KLK7 zymogen act	ADAM17 inh	PLC-gamma1 inh	PLCb3 inh	Tn7 DDE FP	DDE Tn6 FP inh	ARFGAP1 inhibitor	ASAP1 GAP inh	UHRF1 binding	MBD2 inh
COc1cc(CNC(=O)c2cc(-c3cc(F)ccc3OCC3CCCO3)n[nH]2)cc(OC)c1 (configuration not stated)	0.7	2	4	2	-6	0	3	-3	-2	6
CC(=O)Nc1cccc(C(=O)NNC(=O)c2n[nH]c(=O)c3ccccc23)c1	0.4	1	-1	-5	9	5	-6	4	-3	-4
Cn1cc(Cl)c(-c2n[nH]c(=S)n2-c2ccccc2)n1	-0.5	3	2	-2	-4	-9	4	1	2	-2
C=CCOc1ccc(C(c2c(C(=O)O)[nH]c3ccccc23)c2c(C(=O)O)[nH]c3ccccc23)cc1	-0.1	-4	-5	-17	4	0	-29	-1	9	8
COc1ccccc1CC(=O)NCCc1c[nH]c2ccccc12	-0.7	-1	0	-7	0	-2	-4	-4	2	-6
COCc1cc(=O)n2[nH]c(C(C)(C)C)cc2n1	-1.0	-16	-9	-14	0	0	16	-1	-1	3
Cn1c(=O)[nH]c(=O)c2[nH]c(NCCCN3CCOCC3)nc21	0.2	-4	1	-1	9	3	-3	-9	23*	5
